LMPTP inh: LMPTP phosphatase inhibitors, primary screen, biochemical, fluorescence intensity, uHTS | Low molecular weight phosphotyrosine protein phosphatase (Homo sapiens), P24666 | recombinant LMPTP-A, OMFP fluorogenic substrate | inhibition, % at 20 µM | 360,000 compounds, 0.22% hits | AID 651560, 2012;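 active = compounds that cut the enzyme signal by at least half of the control window in the single-dose screen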;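 also: plate controls were DMSO wells with enzyme plus substrate for no effect and substrate without enzyme for full effect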
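test system = LMPTP-A | amount = 0.625 nM LMPTP-A final | reagent = fluorogenic phosphatase substrate OMFP at 400 µM final | incubation = 50 min at room temperature | benchmarks = no-enzyme low control, uninhibited high control | medium = Bis-Tris pH 6.0, DTT, detergent | signal = fluorescence intensity of OMFP turnover product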
SUMO1-SIM PPI: modulators of SUMO1 protein-protein interactions, primary screen, biochemical, uHTS | Small ubiquitin-related modifier 1 (Homo sapiens), P63165 | SUMO1 binding to a labelled peptide, TR-FRET, 1 h | inhibition, % at 20 µM | 360,000 compounds, 0.33% hits | AID 602429, 2012; in the data active = inhibition above about 37%
Target sequence (P63165 whole entry, looked up): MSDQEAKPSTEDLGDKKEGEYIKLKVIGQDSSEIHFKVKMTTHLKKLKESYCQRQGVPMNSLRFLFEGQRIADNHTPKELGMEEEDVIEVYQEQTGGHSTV
Scp-1 inhibitor: Scp-1 phosphatase inhibitors, primary screen, biochemical, colorimetric, uHTS. inhibition, % at 20 µM. 340,000 compounds, 0.88% hits. Carboxy-terminal domain RNA polymerase II polypeptide A small phosphatase 1 (Homo …. Recombinant Scp1, phosphopeptide, malachite green phosphate absorbance. AID 493091, 2011;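 active = inhibition above about 50% at 20 µM, limit read from the data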;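 also: plate controls were DMSO wells with enzyme for no effect and wells lacking enzyme for full effect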
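Material – SCP-1 phosphatase catalytic domain, residues 76-261 · Buffer or medium – Acidic Tris acetate buffer with magnesium and detergent · Also added – Phospho 17-mer peptide substrate · Compound – single 20 µM dose, 1% DMSO · Times – 45 min room-temperature reaction, 5 min colour, 30 min stabiliser · Technique – Phosphate-binding colour reagent, absorbance read at 630 nm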
MLLE-PAM2 inh: inhibitors of PABP1 MLLE–PAM2 peptide binding, primary screen, biochemical, fluorescence polarization, FITC-PAM2, GST-MLLE | Polyadenylate-binding protein 1 (Homo sapiens), P11940 | inhibition, % at 20 µM | 360,000 compounds, 0.36% hits | AID 588489, 2011; in the data active = inhibition above about 35%, passing the limit was not always enough;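 also: plate controls were DMSO wells with GST-MLLE for no effect and wells lacking GST-MLLE protein for full effect; some results filed as inactive read as strong as hits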
Rpn11 block: Rpn11 (PSMD14) deubiquitinase inhibitors, primary screen, biochemical, fluorescence polarization, uHTS; calls only at 20 µM; human 26S proteasome, Ub4-pepOG fluorescence polarization; 20S core pre-blocked with epoxomicin; 26S proteasome non-ATPase regulatory subunit 14 (Homo sapiens), O00487; 360,000 compounds, 0.59% hits;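 active = inhibition at 20 µM, scaled to each plate's controls, above about 33%, limit read from the data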
Target sequence (O00487 whole entry, looked up): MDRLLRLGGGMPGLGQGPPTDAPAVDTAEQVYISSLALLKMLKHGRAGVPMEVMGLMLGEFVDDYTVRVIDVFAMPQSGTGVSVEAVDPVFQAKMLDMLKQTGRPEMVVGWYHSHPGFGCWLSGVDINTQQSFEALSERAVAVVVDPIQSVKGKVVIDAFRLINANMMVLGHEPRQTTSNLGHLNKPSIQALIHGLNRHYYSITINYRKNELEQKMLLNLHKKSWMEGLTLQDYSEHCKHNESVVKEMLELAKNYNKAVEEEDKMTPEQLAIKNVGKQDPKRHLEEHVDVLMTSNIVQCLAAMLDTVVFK
DNMT1 block: human DNMT1 methyltransferase inhibitors, primary screen, biochemical, molecular beacon, fluorescence, HinP1I cleavage, uHTS | DNA (cytosine-5)-methyltransferase 1 (Homo sapiens), P26358 | inhibition (reported as % activation of signal), % at 10 µM | 360,000 compounds, 0.83% hits | AID 588458, 2011; in the data active = inhibition above about 50%
Tb MetRS inh: T. brucei MetRS inhibitors, primary screen, biochemical, luminescence; purified T. brucei MetRS, ATP depletion, Kinase-Glo luminescence; inhibition, % at 11.9 µM; 360,000 compounds, 0.4% hits; AID 624268, 2012;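 active = inhibition above a per-plate cutoff of the control wells' mean inhibition plus 3 SD, cut at about 5.5% in these data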;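 also: 0% = DMSO wells median and 100% = median of wells with control inhibitor compound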
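System: purified T. brucei MetRS enzyme / Detection: Kinase-Glo luciferase luminescence reporting remaining unconsumed ATP / Medium: HEPES buffer with MgCl2, KCl, DTT, spermine, BSA, pyrophosphatase / Replication: singlicate, one well per compound / Evaluation: percent inhibition relative to median high and low control wells / Schedule: 2 h aminoacylation at 25 °C after 15 min preincubation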
STEP inh: STEP phosphatase inhibitors, primary screen, biochemical, fluorescence intensity, uHTS. Tyrosine-protein phosphatase non-receptor type 5 (Homo sapiens), P54829. recombinant STEP, OMFP fluorogenic substrate. inhibition, % at 20 µM. 360,000 compounds, 0.25% hits. AID 588621, 2011;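 active = inhibition at 20 µM, scaled per plate between control wells, above about 37%, limit read from the data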;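 also: 0% = DMSO with enzyme and substrate and 100% = substrate only without enzyme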
Target sequence (P54829 whole entry, looked up): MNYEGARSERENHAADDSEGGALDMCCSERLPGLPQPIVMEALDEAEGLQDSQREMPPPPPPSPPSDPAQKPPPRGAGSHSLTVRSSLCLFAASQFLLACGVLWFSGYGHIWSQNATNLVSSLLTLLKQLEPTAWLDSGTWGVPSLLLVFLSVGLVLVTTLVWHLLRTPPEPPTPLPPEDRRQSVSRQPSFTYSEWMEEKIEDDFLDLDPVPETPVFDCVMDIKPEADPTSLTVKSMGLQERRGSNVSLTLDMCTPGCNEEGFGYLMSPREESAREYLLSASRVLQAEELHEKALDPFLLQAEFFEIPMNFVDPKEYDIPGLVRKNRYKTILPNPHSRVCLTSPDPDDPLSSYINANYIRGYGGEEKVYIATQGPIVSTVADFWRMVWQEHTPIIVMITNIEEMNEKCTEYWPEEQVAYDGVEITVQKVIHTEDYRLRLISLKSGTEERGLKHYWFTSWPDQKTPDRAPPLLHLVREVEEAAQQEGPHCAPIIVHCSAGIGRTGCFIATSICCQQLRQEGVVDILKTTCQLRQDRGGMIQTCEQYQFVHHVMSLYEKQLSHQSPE
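Also added – OMFP at 25 µM · Test system – STEP tyrosine phosphatase · Technique – FITC-channel fluorescence of OMFP product · Schedule – 20 min at room temperature, dark · Evaluation – control-normalized % inhibition with plate pattern correction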
CSN deneddyl inh: inhibitors of CSN-mediated cullin deneddylation, primary screen, biochemical, fluorescence polarization, uHTS; Purified CSN, SCF-Nedd8-OG deneddylation; inhibition, % at 12.5 µM; 360,000 compounds, 0.38% hits; AID 651999, 2013;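 active = pattern-corrected inhibition above about 35%, with an unprinted fluorescence ratio check between 0.5 and 1.5, limit read from the data, passing the limit was not always enough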;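 also: 0% = enzyme with substrate and 100% = substrate without enzyme; some results filed as inactive read as strong as hits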
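test system = HEK293T-derived human Csn5 enzyme | amount = 0.24 nM Csn5 enzyme, final concentration | medium = Tris/NaCl/DTT buffer, pH 7.5 | schedule = 90 min reaction at room temperature | signal = FP | evaluation = inhibition of Csn5 cleavage, % | compound dosing = single dose of 12.5 µM compound with 0.25% DMSO | probe or stimulus = 10 nM SCFSkp2-Nedd8OG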
NadD inh: inhibitors of S. aureus NadD, primary screen, biochemical, colorimetric, uHTS. 360,000 compounds, 0.78% hits. inhibition, % at 20 µM. Nicotinate-nucleotide adenylyltransferase NadD (Staphylococcus aureus N315). purified NadD enzyme, colorimetric absorbance read-out; in the data active = inhibition above about 26%; also: some compounds past the cut are filed as inactive
* hit, by the source's call; i = inactive; nt = no result given. Random draw from the library; any-hit rate near 3.6%.

molecule | LMPTP inh | SUMO1-SIM PPI | Scp-1 inhibitor | MLLE-PAM2 inh | Rpn11 block | DNMT1 block | Tb MetRS inh | STEP inh | CSN deneddyl inh | NadD inh
CCOCCCNC(C(=O)Nc1ccc(OC)c(Cl)c1)c1ccccc1 (stereo not drawn) | 1.6 | 1 | -6 | 8 | i | -4 | -0.6 | 2 | 0 | -5
CC(C)c1ccccc1NC(=O)C1CCCN(C(=O)c2ccc(Cl)cc2)C1 (stereo not drawn) | 0.7 | 4 | -2 | 10 | i | -3 | 0.2 | 0 | -2 | 0
C/C=C(\C)C(=O)NCCN1C2=NC[C@@H](Cc3ccccc3)N2C[C@H]1Cc1ccc(O)cc1 | -0.5 | -3 | 0 | -7 | i | 1 | -0.3 | 4 | 6 | -3
COc1cc(NC(=O)C2CCN(S(=O)(=O)c3ccc(N4CCCC4=O)cc3)CC2)cc(OC)c1 | -1.0 | 4 | -11 | -5 | i | -6 | -0.1 | 1 | -5 | -5
O=C(c1cc(F)c(F)cc1Cl)N1CCN(CCc2ccccc2)CC1 | -1.3 | 3 | -5 | 2 | i | 1 | -0.3 | 1 | -1 | -2
Cc1nc2ccc(Br)cc2c2c1CC(CBr)O2 (stereo not drawn) | -1.2 | 4 | 6 | 12 | i | -3 | -0.4 | -2 | 2 | -6
O=C1CC[C@H](N2C(=O)c3ccccc3C2=O)C(=O)N1 | -1.9 | -8 | -9 | 6 | i | -2 | -0.7 | 1 | 2 | -1
O=C(CN1CCCC1)Nc1ccc(Oc2ccc(NC(=O)CN3CCCC3)cc2)cc1 | 3.8 | 5 | -9 | 7 | i | 7 | -0.6 | -2 | 6 | -3
O=C(c1cc2ccccc2o1)N1CC=C(c2ccccc2)CC1 | 3.2 | 1 | -14 | 15 | i | -2 | -0.2 | 3 | -1 | 2
Cc1ccc(O)c(C2=NOC(O)(C(F)(F)F)C2)c1 (stereo not drawn) | 0.9 | -1 | -6 | 17 | i | 2 | 0.2 | 0 | 1 | -2
O=C(CCNC(=O)c1ccc(Br)cc1)Nc1cccc(S(=O)(=O)N2CCCCC2)c1 | 1.0 | 1 | -6 | -20 | i | -5 | -0.5 | 0 | -4 | -6
CCc1ccc(C(O)c2ncc(-c3ccccc3C)[nH]2)cc1 (stereo not drawn) | -1.7 | 2 | nt | 0 | i | -2 | -0.4 | -3 | 5 | -2
CCn1cc(C(=O)NCCN(CC(C)C)CC(C)C)c(=O)c2cc(S(=O)(=O)N3CCOCC3)ccc21 | 1.2 | 2 | 3 | 2 | i | 6 | -0.8 | 0 | 1 | -1
O=C(CSc1ncn[nH]1)NN(c1ccccc1)c1ccccc1 | -2.3 | 2 | -7 | -5 | i | -2 | -0.3 | 0 | -1 | 1
Cc1cc(C(=O)Nc2ccc3[nH]ccc3c2)no1 | 0.6 | -3 | 0 | 14 | i | -1 | -0.8 | 1 | 5 | -2
CCOc1ccc(C(C)=O)cc1COC(=O)CNC(=O)C12CC3CC(CC(C3)C1)C2 | 0.2 | -2 | -12 | -23 | i | 1 | -0.3 | -1 | 2 | 0
Cc1ccc(CC(=O)Nc2nccs2)cc1C | -0.8 | 0 | -2 | -16 | i | -9 | -0.7 | -2 | -1 | 3
C/C(=C\C(=O)c1ccc(Cl)cc1)Nc1ccc(Br)cc1 | -0.5 | -4 | -11 | 2 | i | 3 | -0.2 | -1 | -3 | 3
COc1cc(CO)cc(Br)c1OCc1cccnc1 | 1.8 | -2 | -10 | -1 | i | 0 | -1.3 | -3 | -5 | -2
COCCNC(=S)N/N=C1\CC(C)CC(C)(C)C1 (stereo not drawn) | -0.5 | -6 | -9 | 19 | i | 0 | -1.0 | 0 | 1 | 0
COc1ccc(-c2csc3ncn(-c4ccccc4OC)c(=O)c23)cc1OC | 1.8 | 2 | -6 | -4 | i | 1 | -0.5 | -1 | 1 | 2
O=C(NN(c1ccccc1)c1ccccc1)c1ccccc1F | 0.5 | 4 | -3 | -12 | i | -5 | 0.5 | -1 | -2 | -1
Clc1ccc(-c2noc(/C=C/c3ccccc3)n2)cc1 | -0.6 | -4 | -15 | -10 | i | 1 | -0.2 | 1 | -2 | 2
Cn1nc(C(=O)NCc2ccco2)c2ccccc2c1=O | 0.0 | -3 | -1 | -1 | i | 1 | -1.0 | -3 | 4 | 4
CCC(C)N(CCNC(=O)CC1Oc2ccccc2NC1=O)C1CCCCC1 (stereo not drawn) | -0.8 | 1 | -12 | 18 | i | 2 | -0.7 | -1 | -1 | -2
Cc1nonc1NC(=O)CSc1nc2ccccc2o1 | -0.7 | 6 | -8 | 2 | i | 0 | -0.8 | 0 | 0 | -1
CCc1ccccc1NC(=O)CC(=O)Nc1ccccc1CC | 0.0 | 1 | -8 | 17 | i | 2 | -0.3 | 2 | 1 | -2
O=C(NCc1ccco1)C1CCCN(c2ncnc3c2nc2n3CCCCC2)C1 (stereo not drawn) | -1.5 | -1 | -10 | -13 | i | 3 | -0.2 | -2 | 1 | -12
Cc1ccc(F)cc1NC(=O)c1cccc2nccnc12 | 15 | -7 | 3 | 11 | i | -7 | 0.4 | 4 | -1 | -8
C=CCC1(C(=O)NCCO)CCN(C(=O)OC(C)(C)C)CC1 | -1.7 | -5 | 0 | -1 | i | 4 | 0.1 | -2 | -2 | -8
O=C(O)c1cc(-c2ccccc2)n(-c2ccc(Cl)cc2Cl)n1 | -1.8 | 2 | -6 | 2 | i | 6 | 0.0 | 2 | 6 | -3
Cc1ccc(OC2=NS(=O)(=O)c3ccccc32)cc1 | -1.3 | -5 | 24 | 7 | i | 6 | -1.2 | -2 | -2 | 2
COc1cc(C)c(C(=O)Oc2cc(C)c(C(=O)O)c(O)c2)c(O)c1 | -2.4 | 9 | 1 | -3 | i | -4 | -0.6 | -3 | 0 | -1
COc1ccccc1C(=O)N1CCN(C(=O)[C@H]2O[C@@H](n3ccc(N)nc3=O)[C@H](O)[C@@H]2O)CC1 | -3.2 | 12 | nt | 0 | i | -1 | -0.6 | 1 | 0 | -5
Cc1c(OCC(=O)NCc2ccncc2)ccc2c3c(c(=O)oc12)CCC3 | 2.0 | -2 | -2 | -10 | i | 4 | -0.2 | 0 | -4 | 5
CCOC(=O)N1CCC(NC(=O)CC2C(=O)NCCN2Cc2ccc(C)cc2)CC1 (stereo not drawn) | -0.9 | -2 | -9 | 18 | i | -1 | 0.0 | -3 | -5 | -3
CCOC(=O)CSc1ccc2nnc(-c3ccncc3)n2n1 | -0.6 | -2 | -2 | -4 | i | 2 | 0.3 | 5 | 0 | -3
Cc1ccccc1NC(=O)CSc1nnc(-c2ccccn2)o1 | -1.1 | 1 | 12 | -4 | i | 1 | 0.2 | 5 | -9 | 1
Clc1ccc(-c2csc3ncnc(Cl)c23)cc1 | 0.8 | -1 | -8 | 3 | i | 11 | 1.8 | -1 | -3 | -6
CC(=O)N1CCN(c2nc3cc4c(cc3nc2NS(=O)(=O)c2ccccc2)OCCO4)CC1 | -1.4 | -9 | -3 | -11 | i | -3 | -0.4 | -2 | 3 | 3

Limited to NadD inh, for some of the entries so far:
SMILES | NadD inh
COc1cc(C)c(C(=O)Oc2cc(C)c(C(=O)O)c(O)c2)c(O)c1 | -1
COc1ccccc1C(=O)N1CCN(C(=O)[C@H]2O[C@@H](n3ccc(N)nc3=O)[C@H](O)[C@@H]2O)CC1 | -5

The list goes on:
molecule | LMPTP inh | SUMO1-SIM PPI | Scp-1 inhibitor | MLLE-PAM2 inh | Rpn11 block | DNMT1 block | Tb MetRS inh | STEP inh | CSN deneddyl inh | NadD inh
FC(F)(F)c1nnc2ccc(N3CCCC3)nn12 | 1.3 | 0 | -2 | 4 | i | 5 | -0.5 | -4 | -8 | 11
Cc1ccccc1NC(=O)C1CC(=O)n2ncnc2N1 (stereo not drawn) | -0.8 | 6 | -8 | 6 | i | -1 | -0.4 | 0 | 32 | -7
C[C@H](NC(=O)c1[nH]cnc1C(=O)Nc1nccs1)c1ccccc1 | -1.1 | 8 | -3 | 15 | i | 10 | -0.1 | 1 | 2 | 2
O=C(Nc1c2c(nc3ccccc13)CCCC2)c1ccccc1F | 2.0 | 1 | -8 | 14 | i | 1 | -0.5 | -1 | 1 | 4
COc1ccccc1OCCC(=O)O | -1.2 | 2 | -10 | -4 | i | 4 | -0.6 | -3 | 3 | -2
CCOC(=O)/C(C#N)=C/c1ccc(OCC(=O)Nc2ccc(C)c(C)c2)c(OC)c1 | 2.1 | 2 | 1 | -12 | i | 54* | -0.3 | 0 | -1 | -1
CCc1ccc(NC(=O)CCNS(=O)(=O)c2cccs2)cc1 | 1.6 | 7 | -8 | 5 | i | 1 | 0.1 | 2 | 3 | -6
CCOC(=O)C1CCCN(S(=O)(=O)c2ccc(NC(C)=O)cc2)C1 (stereo not drawn) | -1.6 | 3 | -6 | 1 | i | 3 | -0.2 | 4 | 0 | -1
O=C(COC(=O)CC1Sc2ccccc2NC1=O)NCc1ccccc1 (stereo not drawn) | 0.6 | 6 | 3 | -3 | i | 3 | -0.3 | 3 | 4 | 2
O=C(CC1SC(=O)N(Cc2ccccc2)C1=O)Nc1nccs1 (stereo not drawn) | -0.8 | 1 | 2 | -1 | i | 1 | -0.2 | -2 | 4 | 1
